Assay outcomes (PubChem)
RXFP1 agonist – qHTS Assay for Agonists of the Relaxin Receptor RXFP1 | Relaxin receptor 1 (Homo sapiens), Q9HBX9 | Potency, µM (top dose mostly 57.5 µM), for the others: at the highest dose activation, most hits filed as activators | 370,000 tested, 0.3% active | HEK293T-RXFP1 cAMP TR-FRET, 30 min; response scale: percent of porcine relaxin response, buffer zero; note: potency is the fitted concentration of half-maximal effect; % is set by controls: 0 for no effect and ±100 for the full control effect; nearly all actives have a fitted effect of over 60% in size; many of its hits are not listed in these tables
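HEK293 cells stably expressing RXFP1, treated 30 min at 37C with compounds plus PDE4 inhibitor Ro 20174; cAMP measured by HTRF TR-FRET. Normalized to buffer and 29 nM porcine relaxin; EC50 by Hill fit.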
TRHR PAM – qHTS for Small Molecule Agonists and Allosteric Enhancers of Human TRH Receptor: Primary Screen for Enhancers. TRHR cells, fluo-8 calcium fluorescence, EC20 TRH enhancement. enhancement, % at 2 µM. 360,000 tested, 0.66% active; in the data active = enhancement above about 30%; note: 0% is about no effect
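Enhancer read-out: after compound pinning and an initial kinetic agonist-mode read, an EC20 of TRH (10 nM final) was injected and fluo-8 calcium signal (Ex 480/Em 530) followed at 1 s/cycle for 100 cycles in TRHR-expressing cells.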
D1 ag – Allosteric Agonists of the Human D1 Dopamine Receptor: qHTS; 360,000 tested, 1% active; activation, % at 2 µM; HEK293 T-REx D1 cells, calcium flux, agonist mode; D(1A) dopamine receptor (Homo sapiens), P21728; AID 504660, 2011; in the data active = activation above about 30%; note: 0% is about no effect
Target sequence (P21728 whole entry, looked up): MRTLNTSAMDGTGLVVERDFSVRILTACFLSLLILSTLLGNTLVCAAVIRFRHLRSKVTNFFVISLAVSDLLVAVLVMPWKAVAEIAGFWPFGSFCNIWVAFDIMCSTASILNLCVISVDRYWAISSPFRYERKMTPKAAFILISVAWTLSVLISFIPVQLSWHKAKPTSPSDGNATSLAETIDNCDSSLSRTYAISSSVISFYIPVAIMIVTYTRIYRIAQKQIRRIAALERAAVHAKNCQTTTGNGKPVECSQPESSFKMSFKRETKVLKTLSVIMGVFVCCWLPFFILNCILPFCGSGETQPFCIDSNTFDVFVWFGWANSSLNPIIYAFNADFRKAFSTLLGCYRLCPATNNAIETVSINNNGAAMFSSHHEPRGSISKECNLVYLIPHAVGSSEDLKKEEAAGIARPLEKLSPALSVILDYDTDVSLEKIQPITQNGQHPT
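Tetracycline-induced HEK293 TREx D1 cells, force-coupled to calcium signalling, were dye-loaded with a no-wash calcium kit. Compound was pin-added after a 10 s baseline. Fluorescence was read kinetically at 1 cycle/s for 180 s, with calcium rises flagged as agonism.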
D1 potentiator – Potentiators of Human D1 Dopamine Receptor: qHTS; D(1A) dopamine receptor (Homo sapiens), P21728; potentiation, % at 10 µM; HEK293 TREx D1 cells, calcium flux, dopamine EC20 potentiation; AID 504651, 2011; 360,000 tested, 0.036% active; in the data active = potentiation above about 30%; note: 0% is about no effect
D2 PAM – HTS Assay for Positive Allosteric Modulators of the Human D2 Dopamine Receptor: Primary Screen for Potentiators; D(2) dopamine receptor (Homo sapiens), P14416; HEK293 T-REx D2, calcium flux, EC20 dopamine potentiation; potentiation, % at 10 µM; 340,000 tested, 0.34% active; AID 485347, 2010;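 active = potentiation over 3 SD above the plate norm, cut at about 30% in these data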; note: 0% is about no effect
Target sequence (P14416 whole entry, looked up): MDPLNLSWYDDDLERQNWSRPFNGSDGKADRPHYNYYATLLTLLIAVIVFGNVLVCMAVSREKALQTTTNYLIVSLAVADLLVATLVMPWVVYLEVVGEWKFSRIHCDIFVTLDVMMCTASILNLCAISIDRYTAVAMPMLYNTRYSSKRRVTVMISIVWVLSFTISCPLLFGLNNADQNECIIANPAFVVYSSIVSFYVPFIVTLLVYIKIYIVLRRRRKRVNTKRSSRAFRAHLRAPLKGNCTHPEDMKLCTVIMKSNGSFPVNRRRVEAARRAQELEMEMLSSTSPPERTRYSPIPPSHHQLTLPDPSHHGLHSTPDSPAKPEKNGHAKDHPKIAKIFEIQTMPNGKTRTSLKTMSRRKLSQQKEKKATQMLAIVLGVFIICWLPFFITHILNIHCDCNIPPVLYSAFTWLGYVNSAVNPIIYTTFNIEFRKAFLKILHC
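Tetracycline-induced Hek293 Trex D2 cells, force-coupled to calcium, loaded with no-wash calcium dye. Compound added with 180 s kinetic read for agonism, then EC20 dopamine and a further 180 s read for potentiation.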
Anesthetic bind – qHTS Assay for Identification of Novel General Anesthetics. Ferritin light chain (Equus caballus), P02791. apoferritin/1-aminoanthracene competitive binding, fluorescence. Potency, µM (highest dose often 77.5 µM), for the others: top-dose activity change, negative = displacement, hits mostly inhibitors. 350,000 tested, 0.074% active; note: potency is the fitted concentration of half-maximal effect; % is set by controls: 0 for no effect and ±100 for the full control effect; nearly all actives have a fitted effect of over 20% in size
Target sequence (P02791 2-175 limits assumed): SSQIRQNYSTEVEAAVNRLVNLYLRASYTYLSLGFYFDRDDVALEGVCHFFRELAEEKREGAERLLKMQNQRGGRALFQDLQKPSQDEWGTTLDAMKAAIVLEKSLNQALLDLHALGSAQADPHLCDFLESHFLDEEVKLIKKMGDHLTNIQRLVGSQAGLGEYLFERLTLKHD
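10 uM apoferritin + 50% sat. 1-AMA, PBS; cpd 10 min RT; Ex380/Em535 endpoint; normalized to free probe vs complex; 4-param Hill fit; propofol titration as pos. ctrl.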
D1 antag – Antagonist of Human D 1 Dopamine Receptor: qHTS | HEK293 TREx D1 cells, calcium flux, dopamine EC80; stronger effect = lower value | 360,000 tested, 3.2% active | D(1A) dopamine receptor (Homo sapiens), P21728 | activity change, negative = inhibition, % at 10 µM; in the data active = activity change below about -30%; note: % is set by controls: 0 for no effect and ±100 for the full control effect
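Tetracycline-induced HEK293 T-REx cells with force-coupled D1 receptor were loaded with a no-wash calcium dye. Compound was added after a 10 s baseline and read kinetically for 180 s; EC80 dopamine was then added and calcium flux followed another 180 s.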
TRHR ag – qHTS for Small Molecule Agonists and Allosteric Enhancers of Human TRH Receptor: Primary Screen for Agonists | Thyrotropin-releasing hormone receptor (Homo sapiens), P34981 | TRHR cells, calcium flux fluo-8, FDSS agonist mode | activation, % at 2 µM | 360,000 tested, 0.18% active | AID 493084, 2011; in the data active = activation above about 30%; note: 0% is about no effect
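TRHR-expressing cells loaded with fluo-8 calcium dye; 23 nL library compound pin-transferred, kinetic FDSS fluorescence (Ex 480/Em 530) recorded about 180 s for agonist-induced calcium release, before a 10 nM TRH EC20 addition for potentiator mode.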
RXFP1 antagonist – qHTS Assay for Antagonists of the Relaxin Receptor RXFP1. activity change, negative = inhibition, % at 57.5 µM. Relaxin receptor 1 (Homo sapiens), Q9HBX9. AID 1259400, 2018. 350,000 tested, 0.59% active. HEK293-RXFP1, relaxin-stimulated cAMP HTRF, 30 min; stronger effect = lower value;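 active = activity change of -60% or lower, but not beyond a set lower limit; inconclusive = change between -60% and -40%, or beyond the set limit; inactive = change above -40%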; note: % is set by controls: 0 for no effect and ±100 for the full control effect
An asterisk follows results filed as active; ? = inconclusive; / = no result given; & = joins results of further samples; [ ] = dose if it differs, or a comment. Unless noted, calls come from the whole dose curve; as a rule, active = well fitted curve in the direction sought with a large enough effect; inconclusive = small, poorly fitted or top-dose-only effect, or another doubt; inactive = no such curve, though single readings can be large; an effect the other way counts as inactive or inconclusive. The list is partial (hit frequency here may not be typical).

SMILES	RXFP1 agonist	TRHR PAM	D1 ag	D1 potentiator	D2 PAM	Anesthetic bind	D1 antag	TRHR ag	RXFP1 antagonist
COc1cccc(CNCCO)c1OCc1ccc(Cl)cc1	3.1%	12	23	-5	/	-7%	-4	0.0	0
CCc1nc(Nc2ccccc2OC)c2oc3ccccc3c2n1	0.3%	-9	5	4	-3	-4%	2	-1.1	-10
COc1cccc(CN(C(=O)c2ccccc2Br)C2CCS(=O)(=O)C2)c1 (centres undefined)	1.6%	3	2	1	14	-7%	3	-0.2	20
O=C(O)C(Cc1c[nH]c2ccccc12)NS(=O)(=O)c1ccc2ccccc2c1 (centres undefined)	0.3%	-3	1	-3	-4	-3%	1	0.2	-8
Cn1c(Cc2ccc3c(c2)OCO3)nnc1SCC(=O)NC1CCCC1	-0.4%	-5	1	-11	-5	-6%	-33*	-1.4	/
C=CCOc1c(Br)cc(/C=C2/NC(=S)N(C(C)=O)C2=O)cc1OC	3.4%	2	2	-5	6	-20%	-15	1.3	-27
CN1CCN(c2ccc(CNS(=O)(=O)c3ccc(Cl)cc3)cc2)CC1	6.9%	3	5	-2	-13	13%	0	-0.1	-16
O=S(=O)(Nc1nc2ccccc2s1)c1ccc(Cl)s1	-2.1%	-10	1	-5	-7	?	-9	-0.5	3
CC(C)C(NC(=O)C12CC3CC(CC(C3)C1)C2)C(=O)O (centres undefined)	0.0%	5	0	1	-9	-13%	4	0.6	12
COc1ccc(NC(=O)c2sc3nc(-c4cc5ccc(OC)cc5oc4=O)[nH]c(=O)c3c2C)cc1	?	6	0	-4	5	-12%	8	0.3	-6
CC1CN(C(=S)NC(=O)c2cccc([N+](=O)[O-])c2)CC(C)O1 (centres undefined)	1.9%	2	1	-2	-3	-10%	-5	0.5	-12
Cc1ccc(C(=O)Oc2ccc([N+](=O)[O-])cc2)cc1S(=O)(=O)N1CCCCCC1	-0.7%	-3	5	5	-10	0%	0	0.3	-17
C=CCN(C(=O)CCC(=O)Nc1cc(C)on1)C(C(=O)NC(C)(C)CC)c1cccc(OC)c1OC (centres undefined)	-2.3%	0	2	-8	0	-3%	-3	0.1	-3
CCCC(=O)Nc1nnc(CC(=O)OCC)s1	2.0%	8	1	0	3	-1%	-1	0.8	-2
COc1ccc(C(=O)NCCc2cc3c(OC)ccc(OC)c3[nH]c2=O)cc1OC	-0.2%	-2	1	4	1	-7%	7	-0.5	-3
CC(C)COc1ccc(C(=O)Nc2cc3nn(-c4ccccc4)nc3cc2Cl)cc1	1.3%	3	-1	-1	3	-7%	-5	0.2	-13
Cn1c(N)c(N=O)c(=O)n(C)c1=O	-0.1%	3	5	2	11	-1%	-1	0.1	-9
CC(=O)c1c(C)[nH]c(C(=O)Nc2cccc(S(=O)(=O)N3CCOCC3)c2)c1C	-1.1%	7	2	-5	11	-12%	4	0.7	8
Cc1ccc(Nc2nc(NCC3CCCO3)nc(N)c2[N+](=O)[O-])cc1C (centres undefined)	4.2%	0	1	0	6	2%	16	1.8	1
Cc1[nH]c(C)c(S(=O)(=O)Nc2ccc(F)cc2Cl)c1C(=O)N1CCCC1	0.4%	-4	1	3	/	-2%	-14	-0.8	6
Cc1ccc(N/C(N)=N/c2nc(C)cc(C)n2)cc1	2.8%	-16	16	-20	-34	3%	-74*	22	-6
C/C(=N\NC(=O)c1cccc(C)c1)c1ccc(N2CCOCC2)cc1	-1.0%	-1	2	-1	-4	-11%	-11	-0.1	7
Cc1ccc(C(=O)CSc2nc(-c3ccccc3)nc3c2CCCC3)c(C)c1	4.4%	0	0	4	4	-5%	17	0.5	/
Cc1cccc(OCC(=O)NCc2nc(-c3ccccc3)no2)c1	-1.2%	-3	2	-9	0	-16%	-1	-2.1	-1
COC(=O)C(C)Sc1ncnc2c1nnn2-c1ccc(F)cc1 (centres undefined)	1.9%	-3	2	-9	0	-21%	-3	-0.5	-4
CCOC(=O)C1CCCN(CC(=O)Nc2c(C(=O)OC)[nH]c3ccc(C)cc23)C1 (centres undefined)	1.7%	-1	1	-4	-7	?	-3	-0.8	-10
CC(=O)C1=C(C)NC(SCSc2ccccc2)=C(C#N)C1c1cccnc1 (centres undefined)	1.6%	-9	0	-10	/	-20%	-13	0.1	9
CO/N=C1\CCCc2c(C(=O)NN)sc(SC)c21	2.7%	5	0	-6	-7	-11%	0	0.8	-3
CCSc1nnc2n1C(C)(C)Cc1ccccc1-2	0.0%	3	0	-6	-3	-7%	-6	0.0	1
CC(=O)c1ccc(N2CCN(C(=O)C(=O)c3c(C)[nH]c4ccccc34)CC2)cc1	-0.8%	3	5	-2	/	-16%	-25	0.0	-9
COc1ccc(C)cc1NC(=O)CN1CCN(CC(=O)Nc2ccccc2F)CC1	1.7%&-0.4%	-4&-6	0&0	0&-2	11&11	-12%&1%	-6&-7	0.0&0.1	-7&-7
COC(=O)C1(C)NC(c2ccccc2OC)C2C(=O)N(c3ccccc3)C(=O)C21 (centres undefined)	-1.0%	-5	2	3	-19	9%	0	0.0	-2
CCOC(=O)Cn1cc(Cl)cc(C(=O)Nc2ccccc2)c1=O	0.4%	-1	0	-4	-3	-13%	-1	0.0	-9
CCCc1ccc(OCc2ccc(C(=O)NN)o2)c(OC)c1	-1.4%	-9	3	-8	-3	-24%	21	-0.3	-15
CC(C)Oc1ccc(CNC(=O)c2sc3ncccc3c2-n2cccc2)cc1	3.6%	-4	16	-4	-6	?	-11	0.0	-39
Nc1ccc2nc3c(=O)n(CCc4ccccc4)c(=O)[nH]c3nc2c1	13%	58*	435*	2	-11	110%[activator]	-10	164*	-5
CC1=C(C(=O)OCc2ccccc2)C(c2ccoc2)C(C#N)=C(N)O1 (centres undefined)	0.2%	0	4	5	6	-11%	-3	0.5	6
COc1ccc(C(=O)/C=C/c2ccc(OC)c(COc3ccc(F)cc3)c2)cc1	1.1%	-4	23	-1	-6	-15%	-2	1.7	-10
COc1ccccc1CC(=O)N1CCN(c2cccc(C(F)(F)F)c2)CC1	2.9%	0	8	-5	-12	?	-26	-0.9	14
O=c1c2ccccc2nnn1COc1ccc(Cl)cc1Br	-1.3%	27	0	0	3	-12%	7	0.3	-9
NC(=O)c1ccc(NC(=O)CN2CCN(Cc3ccccc3)CC2)cc1	8.8%	5	3	-4	11	12%	-9	1.0	7
O=C(CSCC(=O)NCc1ccco1)NCc1ccco1	2.9%	5	2	-7	-3	0%	11	-0.4	-5
COc1ccc([C@]23Cc4cc(C#N)ccc4C(O2)c2c(cc(-c4ccccc4)oc2=O)O3)cc1	-0.8%[11.5 µM]	1	1	0	/	-13%[15.3 µM]	1	0.4	/
COC(=O)CC/C(C)=N\Nc1ccc([N+](=O)[O-])cc1[N+](=O)[O-]	-0.9%	12	12	-3	5	-17%	-19	1.1	-9
CCOC(=O)c1cnc2ccc(F)cc2c1Nc1ccc2c(c1)OCCO2	-0.4%	-3	5	-9	17	-7%	-5	1.4	-6
CCOc1ccc(CCNC(=O)c2c(C)noc2C)cc1OCC	-0.3%	-5	1	1	6	/	15	-0.1	-10
CCCn1c(SC/C(O)=C(\C#N)c2nc3ccccc3[nH]2)n[nH]c1=O	3.1%	27	8	-8	0	-9%	15	-1.3	4
COc1ccccc1NC(=O)CCn1c(=O)sc2ccccc21	-0.9%	-2	1	1	-5	5%	-3	-0.6	-8
COc1ccc(C(C(=O)OCCN(C)C)c2ccccc2)cc1 (centres undefined)	-0.8%	-3	5	1	-13	-4%	-10	0.1	-6
CCC(C)(C(=O)NC1CCCC1)N(Cc1cccs1)C(=O)c1ccccn1 (centres undefined)	2.5%	2	0	1	-5	-6%	-15	-0.1	-6
CSCCC(NS(=O)(=O)c1ccccc1F)C(=O)OCc1ccccc1Cl (centres undefined)	-0.2%	-5	5	6	6	5%	-12	-0.1	/
CC(C)Cn1c(=O)c(C(=O)NCc2ccc3c(c2)OCO3)c(O)c2ccccc21	-3.1%	2	5	0	-1	2%	6	1.9	1
O=C(CSc1ccccc1C(=O)O)c1ccc([N+](=O)[O-])cc1	0.3%	-4	3	6	-3	-15%	10	0.3	1
O=[N+]([O-])c1cc(S(=O)(=O)NCCCN2CCOCC2)ccc1Cl	0.5%	-13	1	-1	-3	-10%	6	-0.1	-5
CCn1c(=O)c(C(=O)Nc2ccc(C)cc2)c(O)c2ccccc21	-0.7%	2	0	-1	4	-10%	-6	0.1	4
N#C/C(=C\c1cn(-c2ccccc2)nc1-c1ccccc1)S(=O)(=O)c1ccccc1	-0.5%	22	6	-4	6	-3%	0	2.2	/
O=C(CNC(=O)c1ccc(Br)o1)NC1CCCCCC1	1.1%	5	2	-10	5	/	-3	-0.1	4
CCN(CC)c1ccc(/C=N/N2CCN(Cc3ccccc3Cl)CC2)c(O)c1	4.4%	-4	6	-3	4	-14%	29	-0.8	9

Exported bar-delimited: 4 of the compounds above
compound | RXFP1 agonist | TRHR PAM | D1 ag | D1 potentiator | D2 PAM | Anesthetic bind | D1 antag | TRHR ag | RXFP1 antagonist
CC(C)Cn1c(=O)c(C(=O)NCc2ccc3c(c2)OCO3)c(O)c2ccccc21 | -3.1% | 2 | 5 | 0 | -1 | 2% | 6 | 1.9 | 1
O=C(CSc1ccccc1C(=O)O)c1ccc([N+](=O)[O-])cc1 | 0.3% | -4 | 3 | 6 | -3 | -15% | 10 | 0.3 | 1
O=[N+]([O-])c1cc(S(=O)(=O)NCCCN2CCOCC2)ccc1Cl | 0.5% | -13 | 1 | -1 | -3 | -10% | 6 | -0.1 | -5
CCn1c(=O)c(C(=O)Nc2ccc(C)cc2)c(O)c2ccccc21 | -0.7% | 2 | 0 | -1 | 4 | -10% | -6 | 0.1 | 4
